Assay outcomes from PubChem.
FBW7 act: human FBW7 E3 ligase activation, primary screen; 650,000 tested, 0.13% active; Q969H0; AlphaScreen FBW7–phospho-cyclin E peptide binding, activator screen; normalized activity (activation), % at 26.1 µM; in the data active = normalized activity above about 1.9%;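 also: purified mutant Fbw7 with reduced substrate affinity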
MITF inh: inhibitors of human MITF; O75030; AlphaScreen MITF homodimerization, bead proximity signal; inhibition, % at 2.6 µM; 650,000 tested, 0.91% active; in the data active = inhibition above about 50%;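 also: 0% = vehicle wells with protein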
Target sequence (O75030 whole entry, looked up): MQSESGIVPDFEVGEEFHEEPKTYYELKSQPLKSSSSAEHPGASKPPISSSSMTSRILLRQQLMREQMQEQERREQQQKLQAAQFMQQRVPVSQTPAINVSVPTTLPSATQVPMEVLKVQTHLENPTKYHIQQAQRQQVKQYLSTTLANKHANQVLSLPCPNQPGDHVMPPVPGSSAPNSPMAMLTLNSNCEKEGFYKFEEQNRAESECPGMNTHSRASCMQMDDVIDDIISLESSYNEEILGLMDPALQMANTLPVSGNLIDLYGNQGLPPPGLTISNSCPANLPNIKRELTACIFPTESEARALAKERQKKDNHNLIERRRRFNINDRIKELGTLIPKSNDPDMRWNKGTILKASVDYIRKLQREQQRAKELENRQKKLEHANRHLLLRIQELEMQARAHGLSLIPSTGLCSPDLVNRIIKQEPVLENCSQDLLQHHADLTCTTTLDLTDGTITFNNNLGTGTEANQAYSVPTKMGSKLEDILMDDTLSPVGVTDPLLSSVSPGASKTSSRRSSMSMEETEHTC
TEAD-YAP block: TEAD-YAP interaction inhibition | HEK-TIYL cells, TEAD-Gal4/YAP UAS-luciferase luminescence | inhibition, % at 9.12 µM | 640,000 tested, 1.4% active; in the data active = inhibition above about 32%;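 also: 0% = median of test compound wells and 100% = reference inhibitor wells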
GPR151 ag: activates the human receptor GPR151; PathHunter beta-arrestin GPR151 cells, luminescence; Q8TDV0; activation, % at 11.2 µM; 650,000 tested, 1% active; in the data active = activation above about 4.9%;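 also: 0% = median of compound wells and 100% = cells with positive control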
Target sequence (Q8TDV0 whole entry, looked up): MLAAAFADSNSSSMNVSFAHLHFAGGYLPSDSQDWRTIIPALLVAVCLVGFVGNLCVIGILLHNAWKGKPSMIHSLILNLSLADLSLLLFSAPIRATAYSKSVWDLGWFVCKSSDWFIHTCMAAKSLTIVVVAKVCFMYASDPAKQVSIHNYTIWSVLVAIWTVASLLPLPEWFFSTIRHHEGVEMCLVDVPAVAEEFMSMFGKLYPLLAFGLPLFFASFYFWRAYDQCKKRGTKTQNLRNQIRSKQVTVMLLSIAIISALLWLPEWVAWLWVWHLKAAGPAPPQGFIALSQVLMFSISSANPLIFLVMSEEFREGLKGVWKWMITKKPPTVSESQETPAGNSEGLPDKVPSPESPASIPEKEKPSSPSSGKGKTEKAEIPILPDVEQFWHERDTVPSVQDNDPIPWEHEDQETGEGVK
* hit, by the source's call; x = not tested or not shown; & = joins results of further samples.

SMILES	FBW7 act	MITF inh	TEAD-YAP block	GPR151 ag
CC(=O)NC1(c2ccccc2)CC(C)N(C)CC1C (stereo unspecified)	-0.1	-27.5	6.8	5.0*
COc1cccc(CN2CCN(c3ccccc3OC)CC2)c1	0.1	2.3	-7.3	-1.4
CCOC(=O)c1c(N)n(Cc2ccco2)c2nc3ccccc3nc12	0.3	-22.2	5.3	0.3
O=C1CCN(C(=O)c2ccc(F)cc2)CC1	-0.1	4.7	-1.3	-0.9
CCOC(=O)C1C2NC(=S)N(c3ccccc3OC)C1(C)Oc1c(OC)cccc12 (stereo unspecified)	0.0	5.0	-8.5	0.4
O=c1c2ccccc2nc(-c2cccnc2)n1-c1ccc(Br)cc1	-0.2	-2.4	-2.7	2.4
CCOC(=O)C1=C(N)OC2=C(C(=O)CCC2)C12C(=O)Nc1ccc(Br)cc12 (stereo unspecified)	0.1	-1.7	7.1	9.2*
O=C(CN1CC=C(c2ccccc2)CC1)Nc1ccc2[nH]c(=O)[nH]c2c1	0.0	5.5	-0.5	2.1
Oc1ccc2c3c1O[C@H]1c4c(c5ccccc5n4Cc4ccccc4)C[C@@]4(O)C(C2)N(CC2CC2)CC[C@]314	0.3	4.9	x	0.5
CCOC(=O)C1=C(N)Oc2n[nH]c(C)c2C12C(=O)N1c3c(cc(C)cc32)C(C)CC1(C)C (stereo unspecified)	0.0	0.0	4.0	-0.8
O=C(Nc1ccc(Br)cc1C(=O)c1ccccc1Cl)c1cccs1	0.0	-16.1	-9.1	-0.4
Cc1ccc(OCC(=O)N2CCN(Cc3c[nH]c4ccccc34)CC2)cc1	-0.4	15.3	8.7	2.6
CC12CCC(O)CC1CCC1C2CCC2(C)C(OC(=O)c3ccccc3)CCC12 (stereo unspecified)	0.2	15.2	-9.7	-0.2
COc1ccc(C2NCc3ccccc3-n3cccc32)c(OC)c1OC (stereo unspecified)	0.0	-14.1	5.7	-1.0
Brc1ccccc1CNCCc1ccc2c(c1)OCO2	-0.1	45.3	-10.1	0.2
COc1ccc(Br)cc1CNCCc1ccc2c(c1)OCO2	-0.3	23.3	8.1	-1.0
CC(C)(c1ccc(OCC2CO2)cc1)c1ccc(OCC2CO2)cc1 (stereo unspecified)	0.1&0.1	13.8&11.4&0.3	8.5	4.2&-0.5&-0.6
CC(=O)N1N=C(c2cccnc2)OC1(C)C	0.1	2.1	3.1	1.8
COc1cc(CN2CCN(C)C(CCO)C2)cc(OC)c1 (stereo unspecified)	-0.2	21.1	-8.0	2.3
COc1ccc2oc3c(c2c1)NC(=O)CN=C3c1ccccc1	0.2	12.5	-11.2	6.9*
O=C(O)C1C2CC3CC(C2)CC1(n1ncc(Cl)c(Cl)c1=O)C3 (stereo unspecified)	-0.5	6.1	4.8	-1.3
CN1C(=O)C(=Cc2ccc(-c3cc(C(=O)O)ccc3Cl)o2)C(=O)N(C)C1=O	-0.1	1.8	-4.1	-0.4
CCC(C)N1CCN(Cc2ccc(Cl)cc2)CC1 (stereo unspecified)	-0.1	73.6*	1.7	-0.3
CC(C)COc1ccc(/C=C/[N+](=O)[O-])cc1Br	0.0	-18.4	12.6	0.5
COc1cc(OC)cc(-n2nc(C(=O)N3CCC4(CC3)OCCO4)c3ccccc3c2=O)c1	-0.1	-1.1	3.6	0.5
COc1ccc(CNCC(=O)N2CCC3(CC2)OCCO3)cc1	-0.2	10.4	6.2	2.1
Cc1cccnc1NC(=O)c1c(O)c2c(n(Cc3ccco3)c1=O)CCCC2	0.1	23.2	-20.9	-0.6
CC(Cc1ccccc1)[n+]1c/c(=N\C(=NCc2ccccc2)N(C)C)o[n-]1 (stereo unspecified)	0.5	9.1	22.9	-0.5
O=C(Cc1ccc(Br)cc1)N1CCN(Cc2ccccc2)CC1	-0.1	1.2	-12.2	-0.7
COc1cc(CC(=O)N2CCCC(N3CCOCC3)C2)cc(OC)c1OC (stereo unspecified)	0.0	8.9	6.7	0.5
COc1cc2ccccc2cc1C(=O)Nc1ccc(Br)cc1C(=O)c1ccccc1Cl	0.0	5.9	4.3	0.0
COc1ccc(CCN(C)Cc2ccc(OC)c(OC)c2)cc1OC	-0.1	-15.5	12.1	-1.0
CCN1CCN(C(=O)Cc2c(C(=O)O)[nH]c3ccccc23)CC1	0.0	25.6	2.8	0.2
Cc1cccc(N2C(=O)NC(=O)/C(=C\c3ccsc3)C2=O)c1	-0.3	5.3	4.7	-1.3
COC(=O)C1C2c3ccccc3O[C@]1(C)N=c1s/c(=C/c3ccc([N+](=O)[O-])cc3)c(=O)n12 (stereo partly specified)	0.1	-10.4	-2.5	-0.1
Cc1cc(N2CCNCC2)c(F)cc1[N+](=O)[O-]	-0.1	6.8	2.8	-0.3
O=C1NC(=S)NC(=O)C1c1ccccc1	-0.2	-20.9	1.6	0.6
CCSc1nnc(C2CCCNC2)n1C (stereo unspecified)	-0.1	-0.7	9.1	-0.2
C=CCN1C(=O)C2(C(C#N)=C(N)OC(C)=C2C(=O)OC(C)(C)C)c2ccccc21 (stereo unspecified)	0.1	19.7	5.1	0.8
COC(=O)c1ccc(Cn2c[n+]([N-][N+](=O)[O-])cn2)cc1	0.0	-15.6	-23.3	-0.9
O=c1c2ccccc2nc(/C=C\c2cccc(Br)c2)n1-c1ccc(Br)cc1	0.0	-3.1	-43.5	1.1
COc1ccccc1CN1CCN(Cc2ccccc2Cl)CC1	-0.1	81.6*	1.1	0.7
COc1ccc(OC)c(CNCCc2ccc(Cl)cc2)c1	-0.1	-1.2	1.1	-1.7
O=C(CN1CC=C(c2ccccc2)CC1)NCc1ccccc1Cl	-0.1	8.0	2.3	-0.3
O=C1NC(=S)NC(=O)C1Cc1ccccc1	-0.1	6.1	-1.6	-0.3
CCOC(=O)c1c(C)n(Cc2ccccc2)c2ccc(OCC(O)Cn3nc(C)c(Br)c3C)cc12 (stereo unspecified)	0.1	3.9	-1.8	0.6
CCOc1ccc(C=C2C(=O)NC(=S)NC2=O)cc1OCC	0.0	5.3	4.4	-1.0
Brc1cccc(C2C=C(c3cccnc3)Nc3nnnn32)c1 (stereo unspecified)	0.0	-4.6	1.3	0.7
C1=CC2N=CC(c3cccs3)NC2C=C1 (stereo unspecified)	-0.2	-20.9	-67.0	-2.4
OC(Cc1ccccc1)(c1ccccc1)C1CN2CCC1CC2 (stereo unspecified)	0.5	5.8	9.8	-2.4
C(=Nc1ccccc1)c1c[nH]c2ccccc12 (tested in a mixture with another compound)	1.4	16.3	12.5	-0.1
CC(C)(C)n1nnnc1CN1CCC(n2nnc3ccccc32)CC1	0.0	1.4	8.7	1.1
CN(CC(=O)NC1CCCCC1)C(=O)Oc1ccccc1	-0.2	-10.9	-7.3	-1.5
Cc1ccc(-n2c(/C=C/c3cc4c(cc3Br)OCO4)nc3ccccc3c2=O)cc1	0.0	16.7	10.5	-1.4
O=C(Nc1ccc([N+](=O)[O-])c(C(F)(F)F)c1)C(F)(F)F	0.0	3.2	3.7	0.4
Cc1cc(OC(=O)c2cccs2)c2c3c(c(=O)oc2c1)CCC3	0.1	6.1	0.7	0.4
CCOc1ccc(CC2C(=O)N(C)C(=O)N(C)C2=O)cc1	0.1	13.9	2.0	-0.3
Cc1ccc2c(c1)N(C(=O)CCC(=O)N1CCC3(CC1)OCCO3)CCO2	1.4	7.0	-3.2	0.2
O=C(O)C12C3CCCC1C32c1ccccc1 (stereo unspecified)	-0.1	2.7	-1.3	0.0
FC(F)(F)C1=NC(C(F)(F)F)=NP(N2CCOCC2)(N2CCOCC2)=N1	-0.1	-4.7	4.3	-0.1

New compounds follow:
SMILES	FBW7 act	MITF inh	TEAD-YAP block	GPR151 ag
COc1ccccc1C(=O)Nc1ccc(Cl)cc1C(=O)c1ccccc1Cl	-0.1	-1.0	-4.5	0.6
O=C(CN1CCN(Cc2cccc(Cl)c2)C1=O)N1CCC2(CC1)OCCO2	0.2	-0.7	0.1	0.5
CN1CCCC1C(O)(c1ccccc1)c1ccccc1 (stereo unspecified)	0.1	5.7	-4.0	-0.9
COC(=O)CN1C(=O)C2(C(C(=O)OC)=C(N)Oc3ccccc32)C2=C1CC(C)(C)CC2=O (stereo unspecified)	0.0	9.0	12.5	1.0
O=c1[nH]c(=S)[nH]c(O)c1N=Nc1cccc(S(=O)(=O)N2CCOCC2)c1	-0.1	-1.6	-3.2	0.0
CCCCc1nc2ccccc2c(=O)n1-c1ccc(O)cc1	0.0	2.9	-12.3	-0.9
CN1CCN(c2ccc(S(C)(=O)=O)cc2NC(=O)C(C)(C)C)CC1	0.5	15.1	3.6	1.6
NCCCC(=O)OC1N=C(c2ccccc2Cl)c2cc(Br)ccc2NC1=O (stereo unspecified)	-0.1	0.9	10.3	2.8
O=C1CC(N2CCC(n3c(=O)[nH]c4ccccc43)CC2)C(=O)N1Cc1ccccc1 (stereo unspecified)	-0.1	-4.9	0.8	1.3
CC(=O)c1cccc(NC(=O)c2cccn(Cc3cccc(Cl)c3)c2=O)c1	0.9	-4.7	5.6	0.5
Cc1c(C(N)=O)c2nc3c(c(-c4ccccc4)c2n1Cc1ccccc1)CCCC3	0.0	2.1	1.0	2.7
O=[N+]([O-])c1ccc2nc(N3CCNCC3)ccc2c1	0.0	1.8	2.6	-0.1
O=c1cccc2n1CC1CC2CN(Cc2ccc(Cl)cc2)C1 (stereo unspecified)	-0.1	-0.6	2.8	2.5
C=CCN1C(=O)C2(C(C#N)=C(N)OC(CC(=O)OCC)=C2C(=O)OCC)c2ccccc21 (stereo unspecified)	0.0	10.9	5.8	0.5
CCOc1ccc(CN(CCc2ccc3c(c2)OCO3)Cc2ccc(F)cc2)cc1	-0.2	30.2	0.3	-0.5
CC(C)c1ccccc1NC(=O)C(Cl)(Cl)Cl	0.0	20.6	-1.2	-1.0
O=C(c1ccc(CS(=O)(=O)c2ccccc2)o1)N1CCC2(CC1)OCCO2	0.1	11.2	-11.6	-0.7
Cc1cc(OCc2c(C)c(C)cc(C)c2C)c2c3c(c(=O)oc2c1)CCCC3	-0.2	2.9	2.1	0.1
O=P1(Nc2ccc(Br)cc2)CC=CC1	0.2	6.9	0.1	0.6
COc1ccc(N2CCN(CCN)CC2)cc1	0.0	3.1	-6.2	-1.0
CN(C)CCC(=O)c1ccc(Br)cc1	0.2	8.8	6.3	1.0
COc1cccc(C2C(C#N)=C(N)Oc3c2c(=O)oc2ccccc32)c1OC (stereo unspecified)	0.1	7.6	6.6	-0.4
O=C(O)C1C2CCC(O2)C1C(=O)O (stereo unspecified)	-0.2	-10.0	-11.4	0.7
O=C(NC(O)C(Cl)(Cl)Cl)N1CCOCC1 (stereo unspecified)	0.0	-10.1	-3.0	-0.3
Cc1cc(OCC(=O)N2CCN(C)CC2)c(C)cc1Br	0.0	-1.8	-15.9	-1.5
O=P1(Oc2ccccc2)NCCCO1 (stereo unspecified)	-0.1	9.1	-2.5	-0.6
Cc1ccccc1CN1CCN(CCO)CC1	0.8	37.9	5.9	2.2
Cc1[nH]c2ccccc2c1C(=O)C(=O)N1CCC2(CC1)OCCO2	0.0	8.0	10.9	-1.3
O=[N+]([O-])C(/C=C(\Cl)[N+](=O)[O-])=C1NCCCN1	0.1	2.7	-11.2	3.3
CC(=O)Nc1cc(CNC(C)Cc2ccccc2F)cc(C(=O)N2CCCC2)c1 (stereo unspecified)	-0.1	-10.4	3.5	0.8
O=c1c2ccccc2nc(-c2ccccc2F)n1-c1ccccc1	-0.1	-7.2	5.2	0.8
CC(=O)CC(c1ccc(O)cc1)c1c(O)c2ccccc2oc1=O (stereo unspecified)	-0.1	-0.8	-2.7	1.0
CSc1ccc(CN2CCN(C)CC2)cc1	-0.1	20.8	3.0	0.8
O=C(Nc1ccccc1O)c1ccc(Cl)c(S(=O)(=O)N2CCCCCC2)c1	0.0	16.6	-26.2	-0.1
O=C(Nc1ccc(Cl)cc1C(=O)c1ccccc1)c1cc(Cl)cc(Cl)c1	0.0	3.4	-0.1	-1.0

12 entries already listed, sorted by SMILES length, highest first.
SMILES	FBW7 act	MITF inh	TEAD-YAP block	GPR151 ag
Oc1ccc2c3c1O[C@H]1c4c(c5ccccc5n4Cc4ccccc4)C[C@@]4(O)C(C2)N(CC2CC2)CC[C@]314	0.3	4.9	x	0.5
CN1C(=O)C(=Cc2ccc(-c3cc(C(=O)O)ccc3Cl)o2)C(=O)N(C)C1=O	-0.1	1.8	-4.1	-0.4
Cc1c(C(N)=O)c2nc3c(c(-c4ccccc4)c2n1Cc1ccccc1)CCCC3	0.0	2.1	1.0	2.7
O=C(Nc1ccccc1O)c1ccc(Cl)c(S(=O)(=O)N2CCCCCC2)c1	0.0	16.6	-26.2	-0.1
O=C(O)C1C2CC3CC(C2)CC1(n1ncc(Cl)c(Cl)c1=O)C3 (stereo unspecified)	-0.5	6.1	4.8	-1.3
COc1cc(CC(=O)N2CCCC(N3CCOCC3)C2)cc(OC)c1OC (stereo unspecified)	0.0	8.9	6.7	0.5
O=c1c2ccccc2nc(-c2cccnc2)n1-c1ccc(Br)cc1	-0.2	-2.4	-2.7	2.4
CCOc1ccc(CC2C(=O)N(C)C(=O)N(C)C2=O)cc1	0.1	13.9	2.0	-0.3
O=c1cccc2n1CC1CC2CN(Cc2ccc(Cl)cc2)C1 (stereo unspecified)	-0.1	-0.6	2.8	2.5
CCCCc1nc2ccccc2c(=O)n1-c1ccc(O)cc1	0.0	2.9	-12.3	-0.9
O=C(NC(O)C(Cl)(Cl)Cl)N1CCOCC1 (stereo unspecified)	0.0	-10.1	-3.0	-0.3
O=P1(Oc2ccccc2)NCCCO1 (stereo unspecified)	-0.1	9.1	-2.5	-0.6

This is a subset; rates above refer to the full screens.
